# BoNT-A LC inh2 = BoNT/A light chain protease inhibitors, primary screen, biochemical, flow cytometry, MLPCN library. Botulinum neurotoxin type A light chain protease (Clostridium botulinum A str. ATCC 3502). multiplex microsphere protease substrate cleavage. inhibition, % at 10 µM. 360,000 compounds, 0.17% hits. AID 588499, 2011; note: plate controls were buffer without enzyme for full effect and enzyme alone for no effect
# PfHsp40 yeast = rescue of yeast from PfHsp40 toxicity, primary screen, S. cerevisiae, ATP luminescence; S. cerevisiae expressing PfHsp40, growth rescue; growth rescue, % at 12.5 µM; 340,000 compounds, 0.68% hits; AID 504582, 2011; in the data active = growth rescue above about 28%, passing the limit was not always enough; inconclusive = no clear call, values can overlap the other calls;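 note: yeast W303a lacking pdr1 and pdr3 grown in galactose medium; growth measured after three days at 30 °C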
# Anthrax LF inh2 = Bacillus anthracis LF protease inhibitors, primary screen, biochemical, multiplex microsphere, MLPCN library; multiplex microsphere protease cleavage assay; AID 588501, 2011; inhibition, % at 10 µM; Lethal factor (Bacillus anthracis), P15917; 360,000 compounds, 0.12% hits; note: plate controls were buffer without enzyme for full effect and enzyme alone for no effect
# Target sequence (P15917 whole entry, looked up): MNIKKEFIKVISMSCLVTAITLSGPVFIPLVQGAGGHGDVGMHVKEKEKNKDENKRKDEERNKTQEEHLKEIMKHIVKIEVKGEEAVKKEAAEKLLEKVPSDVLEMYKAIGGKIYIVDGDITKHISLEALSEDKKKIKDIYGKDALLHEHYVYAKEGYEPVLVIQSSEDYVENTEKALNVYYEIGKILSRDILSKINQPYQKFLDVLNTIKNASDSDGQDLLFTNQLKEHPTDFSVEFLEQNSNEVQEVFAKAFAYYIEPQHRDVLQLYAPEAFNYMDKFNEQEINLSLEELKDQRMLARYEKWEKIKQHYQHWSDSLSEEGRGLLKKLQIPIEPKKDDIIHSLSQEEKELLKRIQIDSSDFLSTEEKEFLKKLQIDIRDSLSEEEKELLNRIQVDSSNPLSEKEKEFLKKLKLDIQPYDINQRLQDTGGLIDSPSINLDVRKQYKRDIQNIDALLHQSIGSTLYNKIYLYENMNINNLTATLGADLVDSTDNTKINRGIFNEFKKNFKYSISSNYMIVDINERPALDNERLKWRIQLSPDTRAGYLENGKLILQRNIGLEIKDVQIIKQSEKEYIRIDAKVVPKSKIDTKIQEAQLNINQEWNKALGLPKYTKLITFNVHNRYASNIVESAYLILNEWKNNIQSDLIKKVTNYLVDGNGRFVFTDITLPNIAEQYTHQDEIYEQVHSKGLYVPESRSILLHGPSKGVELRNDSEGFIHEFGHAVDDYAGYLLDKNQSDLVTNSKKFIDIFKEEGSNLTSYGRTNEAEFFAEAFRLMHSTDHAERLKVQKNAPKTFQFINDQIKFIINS
# TcdB GH inh = TcdB glycohydrolase inhibitors, primary screen, biochemical, single point, plate reader. Toxin B (Clostridioides difficile), P18177. TcdB glycohydrolase enzymatic assay. inhibition, % at 9.99 µM. 350,000 compounds, 0.24% hits; in the data active = inhibition above about 10%
# BH1578 lux ind = inducers of Vibrio cholerae quorum light production without autoinducers, primary screen, BH1578 luxS cqsA deficient, single point; V. cholerae BH1578 lux reporter, luminescence, 6 h; activation, % at 18.7 µM; 350,000 compounds, 0.16% hits; AID 588436, 2011; in the data active = activation mostly above about 9.7%, no sharp cut-off; inconclusive = no clear call, values can overlap the other calls; inactive = mostly below about 3.7%; note: not every result past the cut was called active; inactives centre near 0; reference of the scale not given here
# CCHF vOTU inh = CCHFV vOTU protease inhibitors, primary screen, biochemical, Pep-AMC substrate, fluorescence | 370,000 compounds, 0.55% hits | inhibition, % at 11.5 µM | Crimean-Congo hemorrhagic fever virus L polyprotein viral ovarian tumor (vOTU) protease …; in the data active = inhibition above about 30%; note: 0% = vehicle wells with enzyme and 100% = no enzyme wells
# SSB-PriA inh = inhibitors of Klebsiella pneumoniae PriA binding to SSB C-terminal tail, primary screen, biochemical, AlphaScreen. PriA–SSB C-terminal tail interaction (Klebsiella pneumoniae). AlphaScreen SSBct-PriA binding, biotinylated peptide. inhibition, % at 33 µM. 430,000 compounds, 0.6% hits; in the data active = inhibition mostly above about 37%, no sharp cut-off; inactive = mostly below about 20%;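 note: plate controls were negative control peptide for no effect and reference peptide for full effect; strong numbers were not always called active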
# VHR inh abs = VHR1 phosphatase inhibitors, primary screen, biochemical, absorbance, uHTS; Dual specificity protein phosphatase 3 (Homo sapiens), P51452; recombinant VHR phosphatase, pNPP absorbance; inhibition, % at 13.3 µM; 290,000 compounds, 0.52% hits; AID 1654, 2009; in the data active = inhibition above about 50%; note: some compounds called inactive have numbers as strong as hits
# Target sequence (P51452 whole entry, looked up): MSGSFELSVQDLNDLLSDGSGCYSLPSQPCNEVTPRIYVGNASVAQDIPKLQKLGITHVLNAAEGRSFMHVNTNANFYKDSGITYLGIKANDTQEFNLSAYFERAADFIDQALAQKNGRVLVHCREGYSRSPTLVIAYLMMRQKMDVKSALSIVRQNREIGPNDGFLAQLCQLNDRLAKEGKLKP
# 3CLpro inhibitor = SARS-CoV 3CLpro protease inhibitors, primary screen, biochemical, quenched FRET. recombinant SARS-CoV 3CLpro, quenched FRET peptide cleavage. inhibition, % at 6 µM. 290,000 compounds, 0.14% hits. AID 1706, 2009; in the data active = inhibition above about 12%
# Y pestis TopoI = Yersinia pestis topoisomerase I inhibitors, primary screen, biochemical, cleavage product accumulation, plate reader, single point; Y. pestis Topo-I cleavage product accumulation; activity, % at 10 µM; 360,000 compounds, 0.064% hits; AID 504884, 2011; in the data active = activity above about 50%, passing the limit was not always enough; inconclusive = no clear call, values can overlap the other calls; note: inactives centre near 2
# * hit, by the source's call; i = inactive; ? = inconclusive; . = not tested or not shown; & = joins results of further samples. Cut-off read from the data, not from the text of the source, unless noted: active = inhibition above about 30%; inconclusive = no clear call, values can overlap the other calls; inactive = below that.
SMILES,BoNT-A LC inh2,PfHsp40 yeast,Anthrax LF inh2,TcdB GH inh,BH1578 lux ind,CCHF vOTU inh,SSB-PriA inh,VHR inh abs,3CLpro inhibitor,Y pestis TopoI
CC(CNC(=O)CCn1c(=O)c2cccn2c2ccc(F)cc21)c1ccccc1 (stereo unspecified),-1.5,-1.1,3.3,1.0,-12.5,11.8,-13.3,40.3,-4.8,3.7
COCCNC(=O)CCCn1c(=O)c2cc(OC)c(OC)cc2n(CC(=O)Nc2ccccc2OC)c1=O,0.0,6.5,-2.2,0.9,i,20.6,-11.6,6.7,-1.8,17.2
O=C(CSc1nnc(-c2ccc3c(c2)OCO3)o1)Nc1ncc(Cl)cc1Cl,-0.6,0.2,-1.0,-0.3,-0.3,6.3,-6.6,-7.9,3.0,1.4
CC(Oc1ccccc1)C(=O)NNC(=O)c1cccs1 (stereo unspecified),-0.7,0.4,-2.2,1.5,i,0.7,-9.8,-2.8,0.7,3.1
CCCS(=O)(=O)N1CCCC(C(=O)NC(C)c2ccc3c(c2)OCCO3)C1 (stereo unspecified),-0.7,1.4,0.4,.,.,20.2,-2.7,-8.6,-4.1,-4.0
CCc1ccccc1NC(=O)C1CCN(C(=O)N2CCOc3ccccc32)CC1,-0.6,3.1,1.1,1.2,i,-1.6,-6.6,25.1,-0.7,12.7
CC1C(=O)N2CCCc3cc(S(=O)(=O)N4CCN(c5ccc(F)cc5)CC4)cc1c32 (stereo unspecified),1.4,0.0,0.7,2.4,-0.2,-0.8,3.7,-8.2,0.8,30.0
Cc1ccc(NC(=O)c2sc3ccccc3c2Cl)nc1,0.1,-1.0,5.3,0.9,i,10.7,-13.3,15.7,1.8,3.1
O=S(=O)(NC1CCCCCCC1)c1ccc(F)cc1,-0.1,.,2.7,12.3*,i,5.0,-6.0,.,.,8.3
CC(C)OCc1ccc(C(=O)N2CCN(S(=O)(=O)c3ccc(Br)s3)CC2)cc1,0.8,-0.4,7.3,0.7,-2.0,6.5,1.1,.,.,32.8
COc1ccc(C)cc1NC(=O)C1CCCN(S(=O)(=O)c2cccnc2)C1 (stereo unspecified),0.0,-0.6,-1.1,0.6,i,13.7,-9.9,34.4,-4.3,-0.3
COc1ccc(NC(=O)CSc2nnc(C3CCCCC3)n2N)c(OC)c1,-0.1,0.5,1.4,1.5,-0.3,-7.3,-5.6,10.8,-1.9,0.5
Clc1ccccc1OCCCn1ccnc1,0.5,1.2,-4.7,-0.5,i,-12.1,-2.8,1.0,-5.3,9.9
CCOc1ccc(C(C)NC(=O)Nc2ccc(F)cc2F)cc1 (stereo unspecified),-0.4,4.1,0.4,-0.7,-0.3,-2.5,-1.8,4.4,0.5,7.7
CN(c1ccccc1)S(=O)(=O)c1ccc(C(=O)OCC(=O)N2CCOCC2)cc1,0.2,0.5,4.3,.,i,-12.6,-4.7,6.0,-8.4,-1.6
COc1ccc(NC(C)=O)cc1S(=O)(=O)Nc1ccc(OCc2ccccc2)cc1,0.3,1.0,-2.2,-1.4,-0.4,3.9,1.1,-3.8,3.9,14.0
Cc1cc(C)c(S(=O)(=O)c2ccccc2Cl)c(Cl)n1,-0.1,.,-6.1,6.5,i,-6.7,.,5.5,-6.0,6.3
O=C(N/N=C/c1ccccc1O)C1(O)c2ccccc2-c2ccccc21,-1.2,0.3,-1.3,.,-0.6,-10.4,.,12.6,4.8,-3.8
O=C(NCc1ccc2c(c1)OCO2)c1ccc(CS(=O)(=O)c2ccc(Br)cc2)o1,-0.4,-0.9,0.9,0.0,i,9.3,-2.3,-12.8,-1.6,9.6
Cc1sc2ncnc(OCC(=O)NC(C)C(C)C)c2c1C (stereo unspecified),-0.8,0.2,0.2,-0.6,-0.3,-5.2,-1.6,15.2,6.0,-4.0
Cc1cccc(C(=O)NNC(=O)c2ccc(NC(=O)C(C)(C)C)cc2)c1,-3.8,-1.5,-10.4,1.1,i,-1.7,3.7,6.5,-4.5,-2.5
COCCN1C[C@@H](CO)O[C@@H](n2cnc3c(NC4CCCC4)ncnc32)C1,0.0,.,0.9,0.6,-1.6,-7.0,.,.,.,0.9
O=C(CN(C(=O)c1csnn1)c1ccc(F)c(Cl)c1)NCc1ccc(F)cc1,-1.4,-0.8,0.4,1.3,i,3.0,-21.0,25.2,-8.7,-9.1
O=C1N(Cc2ccc3c(c2)OCO3)c2ccccc2C1(O)c1c[nH]c2ccccc12 (stereo unspecified),0.3,1.5,-8.5,.,-0.2,2.8,17.3,27.7,-1.8,1.8
CCCNS(=O)(=O)c1ccc(CCC(=O)N2CCOCC2)cc1,0.0,-0.1,-2.2,.,i,-6.0,6.9,17.6,-3.6,-9.9
COc1ccc(CCNC(=O)C(C)n2nc(C)n3c(cc4occc43)c2=O)cc1OC (stereo unspecified),-0.1,-1.5,2.4,0.1,i,2.0,-7.2,-14.4,1.9,5.7
Cc1ccccc1-c1csc(C(C)(O)c2ccc(F)c(F)c2)n1 (stereo unspecified),-0.5,.,4.4,0.5,-0.4,8.1,.,.,.,1.7
Cc1cccc(NC(=S)N/C(=N/S(=O)(=O)c2ccccc2)c2ccccc2)c1,-0.3&0.0,5.6&-1.0,0.2&-3.2,1.4,3.8,0.4&2.5,.,10.9,0.3,1.3&-0.7
CC1/C(=N/O)CC(c2ccccc2)N(C)C1c1ccccc1 (stereo unspecified),0.1,11.4,-1.2,.,6.7,-14.7,.,13.3,2.8,1.6
CN1C(=O)/C(=C/c2ccccc2OCc2ccc(F)cc2)N(C)C1=S,2.7,1.3,1.6,-1.8,-0.6,15.7,-18.7,0.2,-1.1,20.2

# The closing 7 compounds of the section above are carried over, then new ones follow.
SMILES,BoNT-A LC inh2,PfHsp40 yeast,Anthrax LF inh2,TcdB GH inh,BH1578 lux ind,CCHF vOTU inh,SSB-PriA inh,VHR inh abs,3CLpro inhibitor,Y pestis TopoI
O=C1N(Cc2ccc3c(c2)OCO3)c2ccccc2C1(O)c1c[nH]c2ccccc12 (stereo unspecified),0.3,1.5,-8.5,.,-0.2,2.8,17.3,27.7,-1.8,1.8
CCCNS(=O)(=O)c1ccc(CCC(=O)N2CCOCC2)cc1,0.0,-0.1,-2.2,.,i,-6.0,6.9,17.6,-3.6,-9.9
COc1ccc(CCNC(=O)C(C)n2nc(C)n3c(cc4occc43)c2=O)cc1OC (stereo unspecified),-0.1,-1.5,2.4,0.1,i,2.0,-7.2,-14.4,1.9,5.7
Cc1ccccc1-c1csc(C(C)(O)c2ccc(F)c(F)c2)n1 (stereo unspecified),-0.5,.,4.4,0.5,-0.4,8.1,.,.,.,1.7
Cc1cccc(NC(=S)N/C(=N/S(=O)(=O)c2ccccc2)c2ccccc2)c1,-0.3&0.0,5.6&-1.0,0.2&-3.2,1.4,3.8,0.4&2.5,.,10.9,0.3,1.3&-0.7
CC1/C(=N/O)CC(c2ccccc2)N(C)C1c1ccccc1 (stereo unspecified),0.1,11.4,-1.2,.,6.7,-14.7,.,13.3,2.8,1.6
CN1C(=O)/C(=C/c2ccccc2OCc2ccc(F)cc2)N(C)C1=S,2.7,1.3,1.6,-1.8,-0.6,15.7,-18.7,0.2,-1.1,20.2
O=C(/C=C/c1cccnc1)c1ccc(F)c(F)c1,1.8,0.4,1.2,0.8,-1.8,-2.6,-3.6,17.0,2.5,-7.6
CCCCCc1c(-c2ccc(OC)cc2)ncn1CCc1ccccc1OC,0.2,.,4.3,0.2,.,20.3,.,.,.,.
N#C/C(=C(/O)COc1ccc(Cl)cc1)c1nc2ccccc2s1,-1.2,-0.5,-6.7,-2.3,0.2,7.1,-5.9,13.4,1.9,8.3
CCOC(=O)N1CCC(N(CCCOC)C(=O)Nc2ccc(CC)cc2)CC1,-0.7,0.6,-1.9,0.1,i,-7.5,-21.6,5.6,6.2,14.1
Cc1ccc(CNC(=O)c2oc3ccc(S(=O)(=O)N4CCC5(CC4)OCCO5)cc3c2C)cc1,1.8,6.0,-1.1,.,-5.6,-6.9,-9.6,-0.9,2.8,-4.7
CCn1c(SCC(=O)N(C)CC(=O)Nc2ccc(OC)cc2)nnc1-c1ccco1,-0.7,0.4,?,0.4,-0.9,-3.7,-0.1,.,.,-1.3
COC(=O)c1ccc(CN2CCN(C3CCCCC3)C(CCO)C2)cc1 (stereo unspecified),-1.4,1.0,-10.3,1.5,0.4,-12.2,0.8,35.0,1.7,0.9
Cc1c(CN2CCCCC2C)c(=O)n(-c2ccccc2)n1C (stereo unspecified),?,-1.4,3.6,.,-1.8,-12.1,-11.4,-0.8,-0.8,11.6
O=C(Nc1ccccc1-c1nnc(SCc2ccc(Cl)cc2Cl)o1)c1ccccc1,0.1,-1.2,-1.4,.,-0.2,-21.4,-9.6,-4.7,-2.6,2.9
CC(NC(=O)c1cccs1)C(c1cccs1)N1CCOCC1 (stereo unspecified),0.0,0.5,-2.5,.,i,5.2,-7.2,22.0,-3.1,3.5
CCc1nn(C)c2c(=O)c(=O)c2n(C)[nH]1,-0.3,0.1,-4.2,-1.1,0.9,3.7,-6.0,0.4,0.0,-3.4
CCn1c(C)c(C(C)=O)c(N2CCN(c3ccccc3)CC2)nc1=S,46.3*,-0.4,20.5,.,-0.4,7.7,3.1,13.3,2.8,7.2
O=C(O)CCCCCN1C(=O)CSC1=S,-0.1,-0.6,-4.5,.,1.6,19.5,-17.0,33.8,1.0,4.6
Cc1ccccc1Nc1nc(N)nc(CCl)n1,0.8,-0.4,6.8,0.0,-0.7,2.9,4.5,8.7,1.6,1.6
CCCN(CCC)CCNC(=O)c1cc2c(-c3ccccc3F)nn(C)c2s1,-3.3,-1.2,-3.1,2.0,0.9,-6.4,10.8,13.0,-7.4,3.2
Cc1ccc(CNC(=O)C2CCC(=O)N(C3CC3)C2)cc1 (stereo unspecified),2.6,-1.3,-2.5,1.7,-2.5,1.6,-6.6,6.2,-1.0,7.9
Cc1c(Cl)ccc2c(C(=O)NCCCn3nccc3C)cc(-c3ccccn3)nc12,-1.1,0.4,-1.8,0.3,.,10.1,-11.6,14.5,-1.8,20.1
COc1ccccc1-c1noc(COC(=O)c2ccc(Br)o2)n1,-6.3,1.9,-5.5,-0.9,-0.3,-8.6,-6.5,.,.,10.5
Cc1cc(C(=O)N/N=C/c2sccc2C)no1,0.5,0.9,0.3,.,-1.9,-3.7,.,13.5,-0.1,1.2
COc1ccc(S(=O)(=O)Nc2ccccc2)cc1,-0.5,-0.9,-4.3,2.6,-0.9,-9.4,-7.3,.,.,-0.6
Cc1ccc(NC(=S)N=Nc2c(O)[nH]c3ccccc23)cc1,-0.5,1.6,-5.3,-0.2,-0.2,7.2,-15.9,3.5,4.9,6.4

# Compound activity: PubChem, several laboratories

# A portion of the library, so the mix of outcomes need not match the whole.
